# Siah-1 displacement: blockers of Siah-1 interaction with plectin peptide – biochemical, fluorescence polarization, rhodamine-plectin, uHTS, primary screen (AID 1817); 290,000 tested, 0.02% active; displacement, % at 20 µM; hits with a dose series show IC50 in µM; Siah-1 / rhodamine-plectin peptide fluorescence polarization; higher % means a stronger effect;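 active means displacement of at least 50% at 20 µM, with a fluorescence ratio check between 0.3 and a set limit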;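 further: plate controls were Siah plus tracer with DMSO for no effect and tracer alone without Siah for full effect; strong numbers were not always called active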
# P. falciparum M1AAP: P. falciparum M1AAP inhibitors, biochemical, fluorogenic H-Leu-NHMec substrate, 1536-well (AID 1445); one-dose inhibition, % at 30 µM; IC50 in µM for titrated hits; 220,000 tested, 0.42% active; recombinant M1AAP, H-Leu-NHMec fluorogenic kinetic assay; higher % means a stronger effect;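 active means primary inhibition above the hit cutoff, then over 50% inhibition at one or more dose response concentrations, cut at about 23% in these data, passing the limit was not always enough; inconclusive means conflicting primary data, or primary hits not chosen for dose response; inactive means low primary inhibition, or under 50% at every dose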;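 further: plate controls were DMSO full reaction for no effect and no enzyme background for full effect; strong numbers were not always called active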
# ER stress rescue: protection against thapsigargin-triggered cell killing – 384-well, CSM14.1, ATP luminescence, primary screen (AID 1222). CSM14.1 thapsigargin-induced death rescue, ATP luminescence; higher % means a stronger effect. one-dose cellular ATP content (survival), % at 20 µM; EC50 in µM for titrated hits. 190,000 tested, under 10 active;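 active means EC50 below 50 µM in the dose-response confirmation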;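 further: death triggered by thapsigargin at about 15 µM added after 2 h compound pretreatment; cell ATP read after overnight thapsigargin exposure of roughly 18 to 22 hours; normalized against plate controls of thapsigargin alone and 5% DMSO vehicle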
# Salmonella PhoP GFP: inhibitors of PhoP regulon expression, primary screen, Salmonella Typhimurium, GFP reporter (AID 1863); 300,000 tested, 0.16% active; inhibition, % at 50 µM; hits with a dose series show IC50 in µM; S. Typhimurium PhoP-regulated promoter GFP reporter, 4 h; higher % means a stronger effect;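 active means inhibition over 29.93%, a cutoff 3 SD above the screen mean, later confirmed by dose response; inconclusive means inhibition over 29.93% but no dose response follow-up; inactive means inhibition at most 29.93% or unconfirmed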;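 further: 0% = low Mg2+ inducing control and 100% = high Mg2+ repressing control; strong numbers were not always called active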
# West Nile virus CPE: inhibition of WNV-induced cytopathic effect – cell-based, CPE readout (AID 1621). CPE inhibition, % at 10 µM, or IC50 in µM where a hit was titrated. 290,000 tested, 0.02% active. West Nile virus-infected cells, CPE inhibition; higher % means a stronger effect; in the data active means a potency from the dose series; inconclusive means CPE inhibition mostly from about 3.7% at the one dose, without a potency; inactive means the rest, 99 in 100 with CPE inhibition below about 2.2%; further: strong numbers were not always called active
# M17LAP inhibition: P. falciparum M17LAP inhibitors, primary screen, biochemical, fluorogenic H-Leu-NHMec substrate, 1536-well (AID 1619). recombinant M17LAP, H-Leu-NHMec fluorogenic kinetic assay; higher % means a stronger effect. inhibition, % at 30 µM, or IC50 in µM where a hit was titrated. 220,000 tested, 0.38% active;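 active means compound inhibiting the enzyme by more than half at any dose during confirmatory dose-response retesting; inconclusive means strong single-dose inhibitors picked by rank but not retested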;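 further: plate controls were full reaction with DMSO carrier for no effect and no enzyme background for full effect; strong numbers were not always called active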
# Yfh1-off respiration: enhancers of respiration in Yfh1-depleted yeast, dose response, Friedreich's ataxia, plus single-dose screen (AID 1465) | S. cerevisiae Yfh1-off respiration, WST-1 reduction, 72 h; higher fold induction means a stronger effect | one-dose fold induction at 50 µM; EC50 in µM for titrated hits | 220,000 tested, 0.074% active;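 active means fold induction of absorbance versus untreated yeast above a set limit, then at least 30% activation at any dose in follow-up; inconclusive means repeats straddling the limit, or above it without dose testing; inactive means fold induction below the set limit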;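 further: activators that raise dye reduction in frataxin-depleted yeast; strong numbers were not always called active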
# XIAP antagonists: small molecules displacing peptide from XIAP – biochemical, IAP family, fluorescence polarization (AID 1018); XIAP BIR domain, fluorescence polarization peptide displacement; higher % means a stronger effect; displacement, % at 20 µM; hits with a dose series show IC50 in µM; 200,000 tested, 0.007% active; in the data active means displacement above about 50%; further: a part of the inactive calls stands beside numbers as strong as those of hits
# PMI inhibition: human PMI inhibitors, high substrate, primary screen, biochemical, fluorescence intensity, high mannose 6-phosphate (AID 1220). recombinant PMI enzyme, coupled fluorescence intensity; higher % means a stronger effect. one-dose inhibition, % at 20 µM; IC50 in µM for titrated hits. 190,000 tested, 0.66% active; in the data active means inhibition above about 50%
# An asterisk follows results filed as active; i = inactive; u = inconclusive; x = not tested or not shown.
# Start of the data: the first 2 compounds (preview)
SMILES,Siah-1 displacement,P. falciparum M1AAP,ER stress rescue,Salmonella PhoP GFP,West Nile virus CPE,M17LAP inhibition,Yfh1-off respiration,XIAP antagonists,PMI inhibition
NC(=O)c1ccc(N=C2C(=O)Nc3ccc([N+](=O)[O-])cc32)cc1,4%,12%,7.7%,11%,-0.1%,27%,i,-1.3%,27µM*
CCOC(=O)c1cnc(-n2nc(C)cc2C)nc1N1CCOCC1,-3%,-6%,-0.4%,20%,-0.2%,6%,i,-1.8%,0%

# The whole of this part, previewed entries included:
SMILES,Siah-1 displacement,P. falciparum M1AAP,ER stress rescue,Salmonella PhoP GFP,West Nile virus CPE,M17LAP inhibition,Yfh1-off respiration,XIAP antagonists,PMI inhibition
NC(=O)c1ccc(N=C2C(=O)Nc3ccc([N+](=O)[O-])cc32)cc1,4%,12%,7.7%,11%,-0.1%,27%,i,-1.3%,27µM*
CCOC(=O)c1cnc(-n2nc(C)cc2C)nc1N1CCOCC1,-3%,-6%,-0.4%,20%,-0.2%,6%,i,-1.8%,0%
O=C(O)CC(NC(=O)c1sc2ccccc2c1Cl)c1ccc(OC2CCCC2)cc1 (stereo unspecified),-3%,8%,3.5%,-19%,0.7%,41%,i,-2.7%,-14%
O=C(CSc1nnc(-c2ccccn2)n1Cc1ccco1)c1ccc(-c2ccccc2)cc1,14%,-3%,1.6%,-6%,0.3%,12%,i,-2.4%,-13%
O=C(COc1ccc(S(=O)(=O)NCc2ccccc2)cc1Cl)N1CCOCC1,5%,-1%,x,-7%,0.0%,23%,i,-7.8%,0%
O=C(CC(=O)Nc1ccccc1C(=O)O)NNC(=O)Cc1ccccc1,-8%,4%,x,2%,-0.3%,4%,i,x,x
COc1ccc(C(c2nnnn2CC2CCCO2)N2CCC(C(N)=O)CC2)cc1 (stereo unspecified),4%,4%,-2.4%,5%,0.9%,-6%,i,-3.7%,0%
O=C(O)c1ccccc1NN=C1CCCCC1,3%,1%,0.1%,23%,0.6%,39%,i,-5.5%,-151%
CN1CCN(C(=O)C2=C[C@@H](c3csc4ccccc34)C[C@@H](OCc3ccc(CO)cc3)O2)CC1,-3%,-3%,-0.1%,2%,0.3%,-1%,i,-1.0%,-2%
O=C(c1nnc(Cc2ccc(Cl)cc2)o1)N1CCc2ccccc2C1,0%,3%,-2.9%,0%,0.1%,8%,i,-7.9%,17%
C/C=C\C=C\C(=O)N1CC2(CC(c3cccc(NC(=O)/C(C)=C\C)c3)=NO2)C[C@H]1C(N)=O (stereo partly specified),-1%,2%,x,-11%,-0.6%,4%,i,x,x
O=C(CCN1C(=O)c2ccccc2C1=O)Nc1ccc(-c2nc3ccccc3s2)cc1,17%,2%,3.9%,-6%,0.7%,-2%,i,-3.8%,11%
CCN1CC=C2C(C#N)=C(N)C(C#N)(C#N)C(CCc3ccccc3)C2C1 (stereo unspecified),3%,11%,0.2%,-44%,-0.5%,-46%,i,1.5%,52%*
CCOC(=O)C1(Cc2ccccc2)CCN(Cc2cccn2-c2nccs2)CC1,-5%,6%,-0.4%,10%,-2.2%,10%,i,-0.3%,0%
COc1ccc(N2C(=O)C3CCCN3C2c2cccc(C)c2)cc1 (stereo unspecified),4%,1%,-0.7%,4%,0.7%,-11%,i,-2.6%,-1%
CC(OC(=O)c1ccc(S(=O)(=O)N(C)C)cc1)C(=O)Nc1ccc(Cl)cn1 (stereo unspecified),8%,-1%,0.3%,0%,-0.3%,-5%,i,-4.8%,3%
CCCC1=NN(C(=O)Cc2ccc(OC)c(OC)c2)C(O)(C(F)(F)F)C1 (stereo unspecified),-5%,1%,x,-2%,-0.3%,0%,i,x,x
COc1ccc(C(=O)N/N=C/c2ccc(OC)c(OS(=O)(=O)c3ccccc3)c2)cc1,20%,-1%,-1.4%,-6%,-1.1%,11%,i,-15%,-6%
O=C(O)c1cccc(CN2C(=O)S/C(=C/c3ccccc3[N+](=O)[O-])C2=O)c1,10%,6%,x,-8%,0.2%,15%,i,x,x
CCOC(=O)N1CCC(NC(=O)c2cc3c(=O)[nH]c4ccccc4c3n2C)CC1,1%,4%,-4.9%,-4%,0.7%,3%,i,-2.9%,-1%
Cc1c(Br)c([N+](=O)[O-])nn1C(C)C(=O)NCC1CCCO1 (stereo unspecified),0%,3%,-2.5%,6%,-0.5%,-16%,i,-2.7%,-8%
C=CCn1c(SCc2cc(C(=O)OC)c(C)o2)nnc1-c1ccncc1,-3%,14%,-1.4%,-15%,-0.3%,-3%,i,-3.0%,9%
Cc1nc(NC(=O)c2ccccc2)sc1-c1csc(NCCc2ccccc2)n1,-3%,14%,1.7%,4%,-0.2%,1%,i,-5.4%,5%
CN(C)CCCN(C(=O)c1cccc(N2C(=O)CCC2=O)c1)c1nc2cc3c(cc2s1)OCO3,28%,0%,-0.2%,-2%,0.4%,5%,i,-2.1%,-9%
O=[N+]([O-])c1ccc(N/N=C/c2cn(-c3ccccc3)nc2-c2ccccc2)cc1,-6%,3%,-1.8%,4%,-0.2%,10%,u,-1.5%,1%
CC(C)c1nc(C#N)c(N2CCOCC2)o1,-2%,-10%,0.2%,6%,0.1%,-6%,i,-2.7%,40%
COc1ccc(C(=O)NCCc2nnc3ccc(SCC(=O)Nc4cc(C)on4)nn23)cc1,22%,3%,1.6%,-1%,-0.4%,9%,i,-2.2%,-5%
CC(C)CNC(=O)c1ccccc1NC(=O)c1ccc(CSc2ccccc2)cc1,1%,1%,0.7%,7%,-1.6%,-16%,i,-2.2%,-10%
CCOC(=O)NC(=O)COC(=O)c1ccc(O)cc1,-4%,4%,-0.3%,5%,0.2%,3%,i,-3.3%,-4%
N#C/C(=C\c1ccc(OC(=O)c2ccc(Br)s2)cc1)c1nc2ccccc2[nH]1,-11%,6%,-3.0%,-30%,-0.7%,-16%,i,-8.0%,-5%
Cc1cccc(C(=O)Nc2nnc(-c3ccncc3)o2)c1,3%,-2%,x,-3%,-0.1%,1%,i,-8.8%,2%
O=C1Nc2cc(Cl)c(Cl)cc2N(O)N1c1cc(Cl)cc(Cl)c1,3%,2%,0.0%,3%,0.2%,-2%,i,-3.0%,5%
COc1cc(S(=O)(=O)NCc2cccnc2)c(OC)cc1Br,2%,-4%,2.4%,-8%,-0.5%,-6%,i,-4.9%,-4%
COc1cc(CCCN2C(N)=NC[C@H]2Cc2ccc(O)cc2)cc(OC)c1OC,0%,3%,x,1%,0.2%,-6%,i,x,x
O=[N+]([O-])c1ccc(N2CCCC2)nc1N1CCCC1,5%,3%,x,-4%,-0.6%,10%,i,x,x
N#Cc1c2n(c(=S)n(-c3ccc(OC(F)F)cc3)c1=O)CCCCC2,4%,-1%,0.2%,4%,0.4%,-4%,i,-2.4%,6%
CCN(c1ccccc1)S(=O)(=O)c1cc(C(=O)Oc2ccc3c(C)cc(=O)oc3c2)ccc1C,12%,11%,0.3%,-4%,-0.7%,-450%,i,-6.1%,2%
COc1ccc(NC(=S)N/N=C2\CC(C)(C)Oc3ccc(OC)cc32)cc1,-4%,-4%,-2.3%,12%,-0.5%,8%,i,-0.3%,1%
COc1cc(C2SCC(=O)N2CCc2ccc(OC)c(OC)c2)ccc1O (stereo unspecified),-3%,2%,-1.8%,-7%,-0.7%,1%,i,-4.2%,1%
CC(NC(=O)COC(=O)c1ccc(N(C)C)cc1)c1ccccc1 (stereo unspecified),1%,2%,-1.6%,-2%,-0.4%,-4%,i,-3.8%,16%
CN(C)c1cc[n+](CC(=O)c2ccc(Br)cc2)cc1,0%,3%,-0.8%,-6%,1.9%,13%,i,-4.0%,-12%
CC(=O)c1sc(NC(=O)COc2ccc(Br)cc2)nc1C,8%,5%,1.1%,3%,0.5%,11%,i,-4.0%,-3%
COC(=O)[C@H]1C[C@@H]1[C@H](NC(=O)OCc1ccccc1)c1ccccc1,-1%,-2%,-3.9%,4%,-0.8%,-1%,i,-5.3%,0%
CC(C)(C)c1ccc(Cn2ccc(-c3ccc4c(c3)OCO4)n2)cc1,-1%,0%,-1.9%,-5%,-0.4%,3%,i,-4.3%,11%
Cc1ccccc1-n1nc(C)c2c1N=C1C(Cl)=CC(Cl)=CN1C2c1ccc(C(=O)O)cc1 (stereo unspecified),0%,5%,-1.2%,-3%,-0.6%,19%,i,-5.6%,24%
Nc1ccc(Sc2nnnn2-c2ccccc2)c(Cl)c1,4%,6%,-1.8%,-6%,0.4%,0%,i,-24%,3%
CC(C)Oc1ccc(OCCn2c(=S)[nH]c3c(N)ncnc32)cc1,4%,0%,-1.1%,2%,-0.6%,27%,i,-4.9%,42%
CN(CCN1CCOCC1)Cc1nc(-c2ccccc2)no1,2%,-1%,-0.7%,5%,-0.2%,-1%,i,-0.7%,10%
CCOC(=O)C(=O)Nc1sc(C(=O)N(CC)CC)c(C)c1C#N,-1%,x,0.8%,x,0.4%,x,i,-4.3%,-8%
O=C(Nc1ccc(Cl)cc1F)C1CC1,9%,6%,-2.6%,-4%,0.0%,0%,i,1.8%,3%
CC(C)C(=O)Nc1ccc2oc(-c3cc(F)c(F)cc3Cl)nc2c1,8%,-2%,-2.4%,-5%,0.0%,6%,i,-1.0%,-13%
Nc1nc2c(c(=O)[nH]1)C(c1cccc3ccccc13)C1=C(N2)c2ccccc2C1=O (stereo unspecified),0%,15%,-0.5%,-6%,0.4%,-4%,i,-4.6%,30%
COc1cc2c(cc1N/C=C(\C#N)c1nc(-c3ccc(F)cc3)cs1)oc1ccccc12,2%,14%,x,-9%,0.1%,0%,i,x,x
COc1ccccc1-c1cc(C(=O)Nc2c(F)cc(F)cc2Br)no1,5%,8%,0.4%,-18%,0.1%,5%,i,-4.7%,18%
COc1ccc(-c2c(NC(=O)c3ccco3)n(-c3ccccc3)nc(C)c2=O)cc1,-4%,5%,x,6%,-0.5%,1%,i,x,x
O=C(CCn1nc(-c2ccccc2)ccc1=O)N1CCN(c2ccccn2)CC1,0%,-2%,-2.3%,13%,x,3%,x,-10%,-57%
COc1cccc(CC(=O)Nc2ccccc2C(=O)N2CCOCC2)c1,0%,-4%,3.3%,-12%,0.3%,19%,i,-4.6%,6%
Cc1cc(C)nc(/N=C(\N)Nc2ccc(S(=O)(=O)O)cc2)n1,6%,-2%,-0.8%,6%,-0.7%,2%,i,-1.7%,-8%
O=C(O)CSC(NC(=O)c1cccnc1)(C(F)(F)F)C(F)(F)F,2%,-2%,-3.4%,19%,0.9%,-4%,i,-4.5%,9%
Nc1ccc2c(c1)COc1ccccc1O2,0%,1%,4.2%,5%,-0.6%,11%,i,2.5%,3%
CCOC(=O)c1c(-c2ccc(C)s2)csc1N,-5%,-3%,0.6%,2%,0.1%,-8%,i,-1.2%,35µM*

# Compound activity from PubChem BioAssay.
